Source: PubChem (several laboratories)
FXIa inh: inhibitors of human coagulation factor XIa. P03951. purified FXIa, Boc-Glu-Ala-Arg-AMC fluorogenic substrate. inhibition, % at 5 µM. hit rate 0.14% among 220,000;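 active = inhibition of at least 40%; inactive = inhibition below 40%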;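 also: fluorescence of freed AMC excited at 355 nm; 0% = enzyme without compound and 100% = no enzyme blank; many of its hits are not listed in these tables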
PERK inhibitor: human PERK inhibition, primary cell-based screen; Q9NZJ5; CHO PERK-DD fusion, SEAP luminescence translation reporter; inhibition, % at 5.6 µM; hit rate 0.17% among 220,000;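 active = inhibition above the mean inhibition of all tested compounds plus 3 SD, set separately per screening campaign, cut at about 2.9% in these data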;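 also: PERK kinase domain activated by AP20187 dimerizer at 100 nM; 0% = DMSO with dimerizer and 100% = rapamycin at 8.4 µM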
FXIIa inh 1536: inhibitors of human coagulation factor XIIa; P00748; purified FXIIa, Boc-QGR-AMC fluorogenic substrate, 2 h; inhibition, % at 5 µM; hit rate 0.3% among 220,000; in the data active = inhibition above about 40%;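 also: 0% = enzyme with no compound and 100% = blank without enzyme; many of its hits are not listed in these tables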
Furin inh: human furin inhibition; purified furin, fluorogenic substrate cleavage; inhibition, % at 30 µM; hit rate 0.061% among 220,000; P09958; in the data active = inhibition above about 25%; also: inactives centre near -15
Target sequence (P09958 108-714 limits assumed): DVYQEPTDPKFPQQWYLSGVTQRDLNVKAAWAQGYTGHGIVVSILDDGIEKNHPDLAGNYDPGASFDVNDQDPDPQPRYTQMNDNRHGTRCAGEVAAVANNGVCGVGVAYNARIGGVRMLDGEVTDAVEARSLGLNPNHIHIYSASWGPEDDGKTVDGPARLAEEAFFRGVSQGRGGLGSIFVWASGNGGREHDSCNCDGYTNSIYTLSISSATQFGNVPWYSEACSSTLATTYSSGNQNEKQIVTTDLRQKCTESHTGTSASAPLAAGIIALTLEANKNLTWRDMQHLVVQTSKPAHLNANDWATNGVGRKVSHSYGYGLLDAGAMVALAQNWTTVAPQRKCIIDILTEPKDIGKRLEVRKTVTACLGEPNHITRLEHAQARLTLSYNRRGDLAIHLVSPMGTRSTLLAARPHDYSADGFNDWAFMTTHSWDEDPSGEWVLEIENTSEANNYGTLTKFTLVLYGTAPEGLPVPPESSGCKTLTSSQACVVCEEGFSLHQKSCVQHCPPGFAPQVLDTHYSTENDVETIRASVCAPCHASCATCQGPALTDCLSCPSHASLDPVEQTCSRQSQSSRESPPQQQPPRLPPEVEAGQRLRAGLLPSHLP
Wee1 stabilizer: inhibitors of human Wee1 degradation; P30291; HeLa Luc-Wee1K328M stability, luciferase luminescence; 100% = proteasome inhibitor MG132 effect; reporter increase, % at 5 µM; hit rate 1.2% among 220,000;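 active = activation above the mean of all tested compounds plus 3 SD, set per screening run, cut at about 8.8% in these data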;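 also: cells exposed to compound for 20 h before luminescence read; 0% = DMSO alone and 100% = MG132 at 30 µM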
Cl transport mod: modulates chloride dependent transport by human KCC2 | B-score of Tl+ flux slope (higher = more flux/activation; lower = inhibition) at 10 µM | hit rate 2.2% among 190,000 | KCC2 cells, thallium flux FluoZin-2 fluorescence | Q9H2X9;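 active = thallium flux slope and its plate-corrected score both differing from the plate sample mean at a set confidence after two filtering rounds, in either direction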;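 also: slope of fluorescence scaled to starting intensity during 10 to 20 s after thallium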
Thrombin inh: thrombin (human) inhibition. P00734. hit rate 0.26% among 220,000. inhibition, % at 5 µM. alpha-thrombin, Boc-VPR-AMC fluorogenic substrate cleavage;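 active = inhibition at or above 40%; inactive = inhibition below 40%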;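 also: 0% = enzyme with no compound and 100% = wells without enzyme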
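Test system: human alpha-thrombin; medium: pH 7.5 Tris-saline with Tween 20; times: reaction at room temperature; signal: AMC fluorescence at 355 nm excitation and 460 nm emission; also added: Boc-VPR-AMC substrate, 15 µM final; dosing: one concentration per compound, 5 µM, with 0.2% DMSO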
p97 ATPase inh: inhibitors of human p97 ATPase; recombinant p97 ATPase, Kinase-Glo ATP luminescence, 3 h; inhibition, % at 8 µM; hit rate 0.42% among 220,000; AID 1481; in the data active = inhibition above about 15%;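 also: 0% = DMSO vehicle and 100% = wells lacking enzyme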
KLK5 inh: inhibitors of human kallikrein 5; Q9Y337; recombinant hK5, fluorogenic AMC substrate cleavage; inhibition, % at 5 µM; hit rate 0.59% among 210,000; AID 873;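 active = inhibition of 40% or more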;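 also: 0% = enzyme controls without compound and 100% = no-enzyme blanks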
Target sequence (Q9Y337 67-293 limits assumed): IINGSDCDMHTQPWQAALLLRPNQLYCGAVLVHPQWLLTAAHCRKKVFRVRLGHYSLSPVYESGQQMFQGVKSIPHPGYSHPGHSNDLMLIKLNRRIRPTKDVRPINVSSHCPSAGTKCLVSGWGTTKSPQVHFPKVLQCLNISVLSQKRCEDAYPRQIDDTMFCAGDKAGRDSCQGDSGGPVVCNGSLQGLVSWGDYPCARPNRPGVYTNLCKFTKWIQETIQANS
Numbers without * were called inactive; x = not tested or not shown; [ ] = dose if it differs, or a comment. Random draw from the library; about 4.4% have a hit in one of these screens.

p97 ATPase inh,FXIIa inh 1536,Wee1 stabilizer,KLK5 inh,smiles,Cl transport mod,PERK inhibitor,Furin inh,Thrombin inh,FXIa inh
3,22,4,7,Cc1cc(SCC(=O)OC/C(O)=C(\C#N)c2nc3ccccc3[nH]2)c(C)cc1Br,0.11,0.3,-9,37,29
1,14,-3,-4,Cc1ccc(C)c2c1sc(=NC(=O)CN1C(=O)CCC1=O)n2C,x,-0.1,-35,-5,4
-4,0,1,1,O=C(Oc1ccc2ccccc2c1)c1ccccc1,-0.66,1.0,-22[20 µM],-6,-3
3,11,-1,3,O=C(CC(Nc1ccc(Cl)cc1)C(=O)O)c1ccccc1 (centres undefined),0.15,0.7,-21[20 µM],-1,4
1,3,2,11,CCN(CC)c1ccc(C(=O)OCC(=O)N(C(C)C)C(C)C)cc1,0.15,0.2,-10,-3,-2
4,9,11*,2,CCCn1ncc(CN2CCN(Cc3ccc(C)o3)C(CCO)C2)c1C (centres undefined),1.1,-1.0,-17,2,2
1,-3,2,-18,CC(C)n1nc(C(=O)Nc2nnc(C3CC3)s2)c2ccccc2c1=O,-0.92,-0.2,-7,0,0
1,x,3,-2,Cc1cc(C)c(C#N)c(Oc2ccccc2Br)n1,-2.7,0.8,-31,-4,-2
2,11,-2,14,Cc1ccc(C)c(NC(=O)c2ncn[nH]2)c1,-0.64,0.8,-10[20 µM],6,7
-4,-2,3,6,COc1cccc(/C=c2\s/c(=C/C(=O)c3ccc(C)cc3)[nH]c2=O)c1OC,4.7*,-1.2,-2,-1,-7
3,4,-3,6,COc1ccc(CN2CC(C(=O)NCCN3CCOCC3)CC2=O)cc1 (centres undefined),1.2,0.3,-10[20 µM],0,3
-1,0,0,0,Cc1cc(C)n2ncc(C(=O)NCc3cccnc3)c2n1,x,0.1,-24,-6,-7
2,10,-3,2,CCC(C)NC(=O)c1ccc(C(=O)c2ccccc2)cc1 (centres undefined),1.3,-0.1,-23,-1,-2
9,13,-1,-18,CN(C)c1ccc(N2C(=O)CSC2=S)cc1,0.81,1.2,-24,-2,5
1,5,5,4,O=C(Nc1nnc(SCc2ccccc2F)s1)c1ccco1,-0.45,1.2,0,1,9
6,4,0,-5,CCCCCn1c(N)c(-c2nc3ccccc3s2)c2c([N+](=O)[O-])nn(C)c(=O)c21,0.0096,2.5,-7[20 µM],-4,0
5,1,2,8,Cc1nc(NCc2ccco2)c(C#N)c2c1COC(C)(C)C2,0.041,0.5,-10,-6,-4
8,24,1,-9,COc1ccccc1NS(=O)(=O)c1cc(NC(=O)c2ccc3c(c2)OCCO3)ccc1C,1.2,-1.2,-29,-4,22
3,10,-3,-20,Cc1cc(C)cc(OCC(=O)N(Cc2cccs2)C2CCS(=O)(=O)C2)c1 (centres undefined),0.16,-0.8,-21,-1,-3
2,26,-3,-2,CCn1c(-c2ccc3[nH]c(C)c(C)c3c2)n[nH]c1=S,-1.1,0.8,-14,-7,13
x,3,x,1,Cc1ccc(C(=O)CSc2nc3ccc(C(=O)NCCN4CCCCC4)cc3c(=O)[nH]2)cc1,0.83,x,-26,-3,-2
3,7,-1,2,NS(=O)(=O)c1ccc(Sc2ccccn2)c([N+](=O)[O-])c1,1.4,1.6,-26,3,13
3,17,5,5,O=C(N/N=C/C=C\c1cccc([N+](=O)[O-])c1)c1cccnc1,-0.18,0.7,-9,4,6
1,-10,2,-45,CC(C)NCC(O)Cn1c2c(c3ccccc31)CCc1c-2cnn1-c1ccccc1 (centres undefined),x,-2.0,-24,0,-13
2,0,-1,10,CC(C)CNC(=O)c1cc(-c2ccc(Cl)c(Cl)c2)on1,-0.76,2.5,-27,-5,-3
4,11,0,0,O=C(NCc1cccs1)c1ccc(Cl)c(S(=O)(=O)N2CCCC2)c1,-1.6,0.4,-33,5,3
2,8,0,2,N/C(Cc1ccc(Cl)c(Cl)c1)=N\OC(=O)c1ccc(Br)o1,-0.0065,-0.2,-12,14,3
3,18,2,6,CCOC(=O)c1cc(-c2ccccc2)nn1-c1ccccn1,0.39,-0.3,-14[20 µM],2,3
-2,8,-2,4,COCCn1c(N)c(N(Cc2ccccc2)C(=O)C2CCCC2)c(=O)[nH]c1=O,0.53,0.1,-12,-13,2
-3,3,2,-10,CC(C)(C)C(=O)NC(=S)NCc1ccccc1,0.29,0.1,-14,-4,6
0,5,-3,2,CC(C)Sc1snnc1-c1ccccc1,-0.45,0.3,-23,2,-1
-1,28,-1,-13,CCCCNC(=O)Nc1ccon1,0.2,0.8,-5,2,21
-1,12,0,-10,COc1ccc(CN2C(=O)c3cccnc3C2Nc2ccc(OC)c(Cl)c2)cc1 (centres undefined),x,-0.7,-24,-8,-5
6,-2,-2,38,N#CCC(=O)Nc1sc2c(c1C(N)=O)CCCC2,x,1.6,-32,-8,-11
-5,10,-1,-5,CCOC(=O)C1CCCN(C(=O)c2ccc(C)c([N+](=O)[O-])c2)C1 (centres undefined),0.99,-0.9,2,0,18
1,7,0,-6,CC1(C)SCC(C(=O)O)NC1=O (centres undefined),0.59,1.7,-17,2,-4
7,5,0,-3,Cc1noc(-c2ccccc2)c1NC(=O)Nc1ccccc1,x,-0.5,-11,-2,-1
1,3,1,-13,O=C(NCc1ccco1)c1cccnc1Cl,1.2,1.7,-3,-2,7
-3,19,-1,-13,COc1cccc(N2CCN(Cc3nc(N)nc(N4CCCc5ccccc54)n3)CC2)c1,0.14,0.3,-14[20 µM],-6,1
x,8,x,4,CCCC[C@@H]1CNC(=O)C(=O)N1CCCc1cc(OC)c(OC)c(OC)c1,-0.027,x,-22,5,5
3,8,5,-20,COc1cccc(-c2cc(C(=O)Nc3cnn(Cc4ccccc4C)c3)no2)c1,-0.24,0.5,-14,-3,0
3,15,-3,-7,COc1ccc(C2(NC(C)=O)CCN(C(=O)c3ccco3)CC2)cc1,0.67,0.2,-28,-4,21
3,9,-3,-2,COC(=O)c1cc(=O)n(Cc2ccccc2)c(=NCc2ccccc2)s1,0.87,1.4,-15,-12,-4
4,12,2,-8,COc1ccc(CC(=O)Nc2nc(-c3cccnc3)cs2)cc1,0.2,0.7,2,-13,2
6,3,-1,-3,Cc1[nH]c2ccccc2c1C(O)CN1CCN(c2cccc(C(F)(F)F)c2)CC1 (centres undefined),x,-0.1,-18,-3,-5
-5,13,0,-8,O=c1[nH]n(CC2COC3(CCCCC3)O2)c(=O)c2ccccc12 (centres undefined),0.23,-2.1,-11,3,4
7,-4,4,-28,CCCCN(C(=O)CSc1nnc(Nc2ccc(C)c(C)c2)s1)c1c(N)n(Cc2ccccc2)c(=O)[nH]c1=O,-0.46,0.4,-13[20 µM],-8,-1
0,14,0,-13,CCN(CC)c1ncnc2c1sc1nc(N3CCOCC3)c3c(c12)CCC3,0.61,0.4,-9,2,2
-4,18,-1,-20,COc1cc(C(=O)Nc2ccncc2)cc(OC)c1OC,x,1.3,-13,-6,4
1,7,0,-2,CC1CCCN(c2ccc([N+](=O)[O-])s2)C1 (centres undefined),0.96,0.9,-18,4,1
4,8,-1,2,CSc1ccc(C(C(C(=O)c2cccs2)N2CCOCC2)N2CCOCC2)cc1 (centres undefined),-1.3,0.3,-14,1,-1
1,9,-1,-11,O=C(Nc1ccc2nc(-c3cccnc3)[nH]c2c1)C12CC3CC(CC(C3)C1)C2,-0.64,-1.0,-28[20 µM],-3,3
0,4,6,-25,Cc1ccsc1C(=O)OCC(=O)Nc1c(C)n(C)n(-c2ccccc2)c1=O,-0.53,0.1,-14,-8,0

Pulled one by one from the entries so far:
p97 ATPase inh,FXIIa inh 1536,Wee1 stabilizer,KLK5 inh,smiles,Cl transport mod,PERK inhibitor,Furin inh,Thrombin inh,FXIa inh
1,9,-1,-11,O=C(Nc1ccc2nc(-c3cccnc3)[nH]c2c1)C12CC3CC(CC(C3)C1)C2,-0.64,-1.0,-28[20 µM],-3,3
3,9,-3,-2,COC(=O)c1cc(=O)n(Cc2ccccc2)c(=NCc2ccccc2)s1,0.87,1.4,-15,-12,-4
x,8,x,4,CCCC[C@@H]1CNC(=O)C(=O)N1CCCc1cc(OC)c(OC)c(OC)c1,-0.027,x,-22,5,5
-1,28,-1,-13,CCCCNC(=O)Nc1ccon1,0.2,0.8,-5,2,21

Whole records from above. Order of values: p97 ATPase inh | FXIIa inh 1536 | Wee1 stabilizer | KLK5 inh | Cl transport mod | PERK inhibitor | Furin inh | Thrombin inh | FXIa inh
`COC(=O)c1cc(=O)n(Cc2ccccc2)c(=NCc2ccccc2)s1` is entered as 3 | 9 | -3 | -2 | 0.87 | 1.4 | -15 | -12 | -4
`COc1cccc(N2CCN(Cc3nc(N)nc(N4CCCc5ccccc54)n3)CC2)c1` is entered as -3 | 19 | -1 | -13 | 0.14 | 0.3 | -14[20 µM] | -6 | 1
`Cc1[nH]c2ccccc2c1C(O)CN1CCN(c2cccc(C(F)(F)F)c2)CC1` (centres undefined) is entered as 6 | 3 | -1 | -3 | x | -0.1 | -18 | -3 | -5
